Screens: PubChem BioAssay, National Center for Advancing Translational Sciences (NCATS)
ALDH1A1 inh – inhibitors of human aldehyde dehydrogenase 1A1. AID 1030. Purified ALDH1A1, NADH fluorescence, propionaldehyde substrate. hit rate 7.3% among 220,000. P00352. Potency, µM (highest dose often 75.3 µM), for the others: at the highest dose activity, negative = inhibition, usual class: inhibitors; active means well fitted inhibition curve with a large enough effect, not every such curve was filed as active; inconclusive means small, poorly fitted or top-dose-only effect, or another doubt; inactive means no such curve, though single readings can be large or run the other way;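 further: plate controls were no enzyme wells and a reference inhibitor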
Tau FP inhib – blocks human tau fibril formation measured by polarization. K18 P301L tau heparin fibrillization, Alexa594 FP, 6 h. Potency, µM (series often up to 57.7 µM), for the others: at the top dose activity, negative = inhibition, hits mostly inhibitors. hit rate 0.39% among 280,000. AID 1468; further: nearly all actives have a fitted effect of over 55% in size
Target sequence (P10636 561-689 P618L limits assumed): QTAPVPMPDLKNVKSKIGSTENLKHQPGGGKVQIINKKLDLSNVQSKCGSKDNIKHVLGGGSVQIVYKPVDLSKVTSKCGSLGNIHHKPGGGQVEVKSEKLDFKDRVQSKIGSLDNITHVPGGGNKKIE
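Recombinant K18 P301L […], labeled with Alexa 594 at 0.24 uM over 15 uM unlabeled; heparin inducer 20 uM final; 37 C, 6 hr; FP endpoint.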
L3MBTL1 inh – L3MBTL1 (human) inhibition. Q9Y468. AlphaScreen L3MBTL1–H3K9me1 peptide binding. Potency, µM (doses to about 57.1 µM), without a hit: at the top dose activity, negative = inhibition, usual class: inhibitors. hit rate 0.66% among 230,000; further: nearly all actives have a fitted effect of over 60% in size
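AlphaScreen assay: L3MBTL1 (50 nM final) was preincubated 30 min at room temperature with biotinylated H3(1-15)K9me1 peptide (75 nM final), then 30 min with library compounds; streptavidin donor and nickel chelate acceptor beads (10 ug/mL final) added, 30 min dark.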
Tau fluor cs – counter-screen for tau fibril formation inhibitors | tau K18 P301L Alexa594 fluorescence, heparin fibrillization | AID 1463 | hit rate 0.93% among 280,000 | Potency, µM (titrated, usually from 57.7 µM), for the others: at the top dose activity change, negative = decrease; further: nearly all actives have a fitted effect of over 55% in size
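Human K18 P301L tau (15 uM unlabeled plus 0.24 uM Alexa 594-labeled, final) in 100 mM sodium acetate pH 7 was mixed with compound and 20 uM heparin and incubated 6 hr at 37 C.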
TexasRed fluor – counter-screen for TRb-SRC2 inhibitors: fluorescence interference | TRb/SRC2 Texas Red total fluorescence interference | Potency, µM (top dose mostly 106 µM), for the others: top-dose fluorescence change, negative = quenching | hit rate 0.29% among 280,000 | AID 1479; active means well fitted curve in either direction with a large enough effect; inconclusive means small, poorly fitted or top-dose-only effect
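Human TRb ligand-binding domain at 0.6 uM with 20 nM Texas Red SRC2 peptide in Tris buffer containing 1 uM T3 and 5% DMSO, incubated with compound 5 h at ambient temperature. Total fluorescence (555/632 nm) calculated as parallel + 2 × perpendicular.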
aGal spleen mod – inhibits or activates alpha-galactosidase in human spleen homogenate | Potency, µM (highest dose often 80 µM), without a hit: at the highest dose activity change, negative = inhibition, most hits filed as inhibitors | human spleen homogenate, 4MU-alpha-Gal fluorescence, 40 min | hit rate 0.008% among 240,000 | P06280;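 further: 0% = enzyme with vehicle and -100% = no enzyme basal signal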
Target sequence (P06280 32-429 limits assumed): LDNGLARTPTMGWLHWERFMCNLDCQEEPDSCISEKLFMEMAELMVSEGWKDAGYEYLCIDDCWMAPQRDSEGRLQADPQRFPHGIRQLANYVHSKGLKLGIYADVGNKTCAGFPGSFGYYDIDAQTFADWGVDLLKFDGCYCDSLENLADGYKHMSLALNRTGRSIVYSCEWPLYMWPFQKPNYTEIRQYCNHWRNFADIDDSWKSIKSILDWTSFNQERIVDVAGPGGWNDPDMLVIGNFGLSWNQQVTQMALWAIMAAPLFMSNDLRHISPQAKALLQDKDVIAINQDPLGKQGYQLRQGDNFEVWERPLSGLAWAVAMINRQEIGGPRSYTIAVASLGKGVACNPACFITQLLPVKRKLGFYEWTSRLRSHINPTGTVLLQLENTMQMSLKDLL
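Inhibition or activation of alpha-galactosidase in human spleen homogenate is scored by 4-MU fluorescence after 40 min at 37C, pH 5.0, with 1 mM substrate. AC50s come from concentration-response fitted to the Hill equation.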
Tau fibril ThT – tau fibrillization inhibition (ThT binding) | P10636 | recombinant tau K18 P301L (four-repeat tau fragment), heparin-induced fibrillization, ThT fluorescence | Potency, µM (series often up to 57.4 µM), for the others: at the top dose activity, negative = inhibition, hits mostly inhibitors | hit rate 2.1% among 270,000; further: nearly all actives have a fitted effect of over 55% in size
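In this qHTS, human K18 P301L tau is incubated with compound and heparin for 6 hr at 37 C, and Thioflavin T fluorescence then reports fibril load.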
TRb SRC2 PPI – disrupts binding of human TR beta to SRC2; P10828; TRbeta-SRC2 peptide binding, fluorescence polarization; receptor liganded with 1 µM T3; Potency, µM (top dose mostly 106 µM), for inactives: at the top dose activity change, negative = inhibition, hits mostly inhibitors; hit rate 0.065% among 280,000; AID 1469;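 further: plate controls were bound peptide for no effect and peptide without receptor for full effect; nearly all actives have a fitted effect of over 50% in size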
Target sequence (P10828 whole entry, looked up): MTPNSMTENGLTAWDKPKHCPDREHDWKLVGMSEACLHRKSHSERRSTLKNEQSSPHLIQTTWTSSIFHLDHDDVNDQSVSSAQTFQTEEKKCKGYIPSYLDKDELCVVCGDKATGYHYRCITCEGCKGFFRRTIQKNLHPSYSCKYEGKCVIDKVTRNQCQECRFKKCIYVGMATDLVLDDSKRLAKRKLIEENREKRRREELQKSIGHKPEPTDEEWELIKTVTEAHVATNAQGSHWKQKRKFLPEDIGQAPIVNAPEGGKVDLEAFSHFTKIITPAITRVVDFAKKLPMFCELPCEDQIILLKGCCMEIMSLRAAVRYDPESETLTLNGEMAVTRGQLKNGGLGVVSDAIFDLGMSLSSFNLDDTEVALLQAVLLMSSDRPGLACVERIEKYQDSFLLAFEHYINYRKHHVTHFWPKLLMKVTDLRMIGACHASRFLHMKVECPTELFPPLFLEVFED
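Human TRb ligand-binding domain (0.6 uM) is mixed with 20 nM Texas Red SRC2 peptide and 1 uM T3; after compound addition and 5 hr at ambient temperature, polarization is measured and normalized to unbound and bound controls.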
Active calls of the source: *; u = inconclusive; x = not tested or not shown; & = joins results of further samples; [ ] = dose if it differs, or a comment. Unless noted, the call rests on the fitted dose curve; in most records, active means well fitted curve in the direction sought with a large enough effect; inconclusive means small, poorly fitted or top-dose-only effect, or another doubt; inactive means no such curve, though single readings can be large; an effect the other way counts as inactive or inconclusive. Unless noted, on the % scale 0 is the no-effect control and ±100 the full control effect; potency means the concentration at half of the fitted maximal effect.

No.	structure	ALDH1A1 inh	Tau FP inhib	L3MBTL1 inh	Tau fluor cs
1	Cc1nn(CCC#N)c(NC(=O)c2ccc(Cl)cc2Cl)c1P(=O)(Nc1ccc([N+](=O)[O-])cc1)N1CCOCC1 (stereo not given)	5%	-3%	x	-6%
2	CCOc1ccc(NC(=O)Cn2cnc3c(oc4ccccc43)c2=O)cc1	x	13%	x	u
3	CC(C)(C)C1CCC(C(=O)OCC(=O)N2CCN(C(=O)c3ccco3)CC2)CC1 (stereo not given)	-1%	3%	-7%	-3%
4	Cc1ccc2nc(NC(=O)C3CCCN(S(=O)(=O)c4cccc5nonc45)C3)sc2c1 (stereo not given)	x	3%	x	u
5	O=C(C1=C(O)C(=O)N(c2ccccc2)C1c1ccc([N+](=O)[O-])cc1)c1cccs1 (stereo not given)	u	3%	u	-4%
6	CSCCC(NS(=O)(=O)c1ccc2ccccc2c1)C(=O)OCC(=O)c1ccc(C(C)C)cc1 (stereo not given)	u	-2%	-10%	-14%
7	CCCN1Cc2cccc(C(=O)N3CCN(c4ccc(F)cc4)CC3)c2C1=O	-12%	-1%	x	-3%
8	CC(C)=CCC/C(C)=C/CC/C(C)=C/CSc1ccccc1C(=O)O	4%	7%	x	-3%
9	CC1CCN(Cc2ccc(-c3nnn(CC(=O)Nc4ccccc4Cl)n3)cc2)CC1	9%	-2%	5%	-14%
10	COc1cccc(NC(=O)c2ccc(NCCCN3CCC(C)CC3)c([N+](=O)[O-])c2)c1	u	0%	x	-25%
11	COc1cc(/C=C/C(=O)Nc2cc(C(F)(F)F)ccc2Cl)cc(OC)c1OC	u	-17%	5%	u
12	Cc1ccc(N2C(=O)NC3(CCCCC3)C2=O)cc1	3%	6%	1%	3%

No.	TexasRed fluor	aGal spleen mod	Tau fibril ThT	TRb SRC2 PPI
1	0%	1%	-8%	3%
2	-19%	x	u	5%
3	2%	9%	-6%	-1%
4	4%	2%	-12%	1%
5	-3%	-4%	-10%	6%
6	-1%	0%	2%	4%
7	1%	-17%	1%	-4%
8	1%	-9%	u	6%
9	0%	-5%	-6%	3%
10	-2%	3%	u	-4%
11	0%	13%	-6%	17%
12	4%	8%	-10%	6%

The list continues:
No.	structure	ALDH1A1 inh	Tau FP inhib	L3MBTL1 inh	Tau fluor cs
13	COCC(C)n1c(C)cc(C(=O)COC(=O)c2nc3nc(C)cc(C)n3n2)c1C (stereo not given)	-14%	-4%	-9%	-1%
14	O=C(Cn1nnc2ccccc2c1=O)N1CCCc2ccccc21	u	-2%	5%	-1%
15	CC(/C=C/c1ccco1)=N/NC(=O)Cc1cccs1	2.8µM*	u	u	-16%
16	CCc1nnc(NC(=O)C2Cc3ccccc3CN2S(=O)(=O)c2cccs2)s1 (stereo not given)	-15%	0%	-15%	-13%
17	NC(=O)c1oc2ccc(Cl)cc2c1N	u	3%	0%	-5%
18	COc1nc(Cl)cn(-c2ccc(Cl)cc2)c1=O	u	8%	-6%	8%
19	COCCCNCC#CCOc1ccc(OC)cc1	8.9µM*	6%	-2%	12%
20	Cc1cccc(/C=N/N(CCO)C2=NS(=O)(=O)c3ccccc32)c1	u	0%	12%	-11%
21	CCOC(=O)N/N=C/c1cccnc1	15%	7%	x	4%
22	CCn1nc(C)c(CCN(C)C(=O)Nc2cc(Cl)c(OC)cc2OC)c1C	x	-1%	x	0%
23	O=S1(=O)CCN2C(c3cccc4ccccc34)=CSC2=N1	11%	-2%	3%	5%
24	Cc1cccc(OCc2nc(CC(=O)Nc3ccc(C)cc3C)cs2)c1	x	6%	x	-6%

No.	TexasRed fluor	aGal spleen mod	Tau fibril ThT	TRb SRC2 PPI
13	-1%	18%	-8%	1%
14	-3%	1%	6%	1%
15	-11%	-2%	u	-2%
16	0%	-1%	-12%	6%
17	-2%	9%	-6%	-14%
18	-6%	5%	2%	0%
19	-1%	-1%	2%	-4%
20	0%	-1%	-9%	3%
21	-2%	1%	-3%	6%
22	-1%	x	-10%	-3%
23	-5%	2%	6%	-5%
24	-3%	x	-11%	1%

Entries by screen from the list.
Tau FP inhib, entries 13–22: -4%, -2%, u, 0%, 3%, 8%, 6%, 0%, 7%, -1%
TexasRed fluor, entries 13–22: -1%, -3%, -11%, 0%, -2%, -6%, -1%, 0%, -2%, -1%

(next part)
No.	structure	ALDH1A1 inh	Tau FP inhib	L3MBTL1 inh	Tau fluor cs
25	Cc1cccc(C(=O)Nc2nnc(-c3cccnc3)o2)c1	-6%	-7%	x	-8%
26	CCOC(=O)Cn1c2ccc(OC)cc2c2nc3ccccc3nc21	19%	2%	5%	-1%
27	Cc1ccc(CCNC(=O)CCS(=O)(=O)c2ccc(Br)cc2)cc1	0%	6%	3%	8%
28	O=C(COc1ccc(F)cc1)Nc1ccc(OCc2cc(=O)n3ccsc3n2)cc1	x	-5%	x	-7%
29	CN(C(=O)COC(=O)c1ccccc1NC(=O)c1ccco1)C1CCS(=O)(=O)C1 (stereo not given)	5%	-10%	-1%	2%
30	c1coc(Cn2c(SCc3nc4ccccc4[nH]3)nnc2-c2cccs2)c1	u	1%	-6%	-10%
31	Cc1ccc(C)c(CSC2=NC(C)(C)Nc3ccccc32)c1	x	1%	x	11µM*[quencher]
32	O=[N+]([O-])c1ccc(Oc2ccc(-c3cnc4ccccc4n3)cc2[N+](=O)[O-])cc1	-6%	7%	-3%	u
33	COc1ccccc1C1C(C(=O)c2sc(C)nc2C)=C(O)C(=O)N1CCN1CCOCC1 (stereo not given)	u	0%	-7%	5%
34	CC(=O)C[C@H](O)[C@@H](NC(=O)OC(C)(C)C)C(C)C	-5%[13.5 µM]	2%[11.6 µM]	x	-4%[11.6 µM]
35	O=C(N/N=C/c1ccc2c(c1)OCO2)C1COc2ccccc2O1 (stereo not given)	u	-4%	0%	-14%
36	O=C1C=C(c2ccccc2)OC2(CCCC2)O1	2%	-8%	15%	-3%

No.	TexasRed fluor	aGal spleen mod	Tau fibril ThT	TRb SRC2 PPI
25	-1%	0%	-10%	1%
26	-4%	2%	u	-1%
27	-1%	1%	6%	-3%
28	-2%	x	u	6%
29	-6%	-2%	10%	-8%
30	-2%	4%	-7%	-14%
31	-12%	x	u	-1%
32	-1%	-4%	-12%	-3%
33	0%	3%	u	1%
34	-7%[11.2 µM]	1%[17.5 µM]	-3%[11.5 µM]	3%[11.2 µM]
35	-1%	5%	u	3%
36	-3%	15%	-1%	-2%

Following part.
No.	structure	ALDH1A1 inh	Tau FP inhib	L3MBTL1 inh	Tau fluor cs
37	CC(C)c1cc(CNC(=O)CCc2nnc(CCCCc3ccccc3)o2)on1	x	3%	0%	0%
38	COC(=O)c1cn(NC(=O)Cc2ccc(OC)c(OC)c2)c(=O)c2ccccc12	-1%	11%	-3%	0%
39	COc1ccc(Oc2nc(-c3ccccn3)nc3ccccc23)cc1	u	-10%	-17%	-28%
40	COc1ccc(C(=O)NCC(=O)OCC(=O)c2cc(OC)c(OC)c(OC)c2)cc1OC	7%	-1%	4%	0%
41	COc1ccc(CNC(=O)C2=C(C)C(=O)OC23CCN(C(C)=O)CC3)cc1	x	0%	x	1%
42	CS(=O)(=O)N1CCc2cc(C(=O)Nc3ccc(Cl)c(C(F)(F)F)c3)ccc21	x	20µM*	x	u
43	O=C1c2[nH]nc(-c3ccccc3O)c2C(c2cccc(Cl)c2)N1Cc1cccnc1 (stereo not given)	x	u	x	-10%
44	Cc1ccc(NC(=O)N2CCC(CN3CCCCC3)CC2)c(Cl)c1	x	-13%	x	-2%
45	COc1cccc(C2=NOC(C(=O)N3CCN(c4ccccc4)CC3)C2)c1OC (stereo not given)	u	3%	25%	-15%
46	CCC(NC(=O)c1ccccc1NC(=O)c1ccc(C)cc1)C(=O)O (stereo not given)	0%	4%	x	-4%
47	N#Cc1cc(-c2ccccc2)nc(Oc2ccc(Cl)cc2)n1	5%	u	31%[activator]	-26%
48	CC(C)(C)NC(=O)COC(=O)c1cc(S(=O)(=O)N2CCCCC2)ccc1N1CCOCC1	0%	1%	x	-15%

No.	TexasRed fluor	aGal spleen mod	Tau fibril ThT	TRb SRC2 PPI
37	1%	-3%	7%	-4%
38	-1%	5%	-1%	2%
39	-2%	-1%	u	2%
40	2%	-5%	-3%	-15%
41	8%	x	3%	-3%
42	1%	x	17%	3%
43	-1%	x	5%	-11%
44	-10%	x	2%	-3%
45	1%	2%	u	-3%
46	-2%	8%	-5%	-11%
47	2%	10%	u	7%
48	1%	4%	-7%	-17%

New compounds follow
No.	structure	ALDH1A1 inh	Tau FP inhib	L3MBTL1 inh	Tau fluor cs
49	NNC(=O)c1ccc(Oc2cc(Cl)cc(Cl)c2)o1	0.16µM*	-2%	4%	-11%
50	c1ccc(-c2cc3c(N4CCN(c5ccccc5)CC4)ncnc3s2)cc1	u	u	3%	-21%
51	O=C(CN1C(=O)/C(=C\c2cccc(F)c2)Oc2ccccc21)N1CCN(c2ccccn2)CC1	u	8%	13%	1%
52	COc1cccc(-c2cc(C(=O)NN3CCOCC3)c3ccccc3n2)c1	7%	6%	4%	-1%
53	O=[N+]([O-])c1ccccc1/C=N/N1CCN(c2ccc(Cl)cc2)CC1	-2%	5%	u	u
54	COc1ccccc1C(=O)Nc1ccc2c(c1)nc(CN1CCN(C(C)=O)CC1)n2C	u	2%	1%	-2%
55	C[C@@H](C(=O)NCCc1c[nH]c2ccccc12)[C@@H]1C[C@@]1(C)[C@@H](NC(=O)OCc1ccccc1)c1ccccc1	u	7%&13%	-10%	u

No.	TexasRed fluor	aGal spleen mod	Tau fibril ThT	TRb SRC2 PPI
49	-4%	0%	u	4%
50	-6%	8%	u	-1%
51	1%	1%	1%	20%
52	0%	5%	3%	-4%
53	-2%	2%	11µM*	-2%
54	0%	4%	u	3%
55	-2%&0%	-9%&10%	u	0%&3%

Record cards, as listed above.
c1ccc(-c2cc3c(N4CCN(c5ccccc5)CC4)ncnc3s2)cc1 across the screens: ALDH1A1 inh = u; Tau FP inhib = u; L3MBTL1 inh = 3%; Tau fluor cs = -21%; TexasRed fluor = -6%; aGal spleen mod = 8%; Tau fibril ThT = u; TRb SRC2 PPI = -1%
COc1cccc(-c2cc(C(=O)NN3CCOCC3)c3ccccc3n2)c1 across the screens: ALDH1A1 inh = 7%; Tau FP inhib = 6%; L3MBTL1 inh = 4%; Tau fluor cs = -1%; TexasRed fluor = 0%; aGal spleen mod = 5%; Tau fibril ThT = 3%; TRb SRC2 PPI = -4%

Random draw from the library (roughly 8.5% active in at least one column).
